From PubChem BioAssay
USP2a inh – qHTS Assay for Inhibitors of Ubiquitin-specific Protease USP2a; 0.1% of 60,000 active; USP2a enzymatic assay, qHTS inhibition; AID 927, 2007; Potency, µM (series often up to 38.3 µM), inactives show at the highest dose activity change, negative = inhibition, most hits filed as inhibitors;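 further: potency means the concentration at half of the fitted maximal effect; nearly all actives have a fitted effect of over 60% in size; plate controls were DMSO for no effect and NEM full inhibition control for full effect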
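USP2 core (20 nM final) was preincubated with compound for 30 min at RT in 20 mM Tris-HCl pH 8.0, 2 mM CaCl2, 2 mM beta-mercaptoethanol; Ub-PLA2 (20 nM) plus NBD C6-HPC (20 uM) then added, fluorescence read after 2.5 h.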
Caspase-1 inhib – qHTS Assay for Allosteric/Competitive Inhibitors of Caspase-1. Caspase-1 enzyme, Ac-WEHD-AFC fluorogenic rate. Potency, µM (doses to about 57.5 µM), without a hit: at the top dose activity change, negative = inhibition, actives largely listed as inhibitors. 0.03% of 75,000 active;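 further: potency means the concentration at half of the fitted maximal effect; plate controls were vehicle for no effect and no substrate for full effect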
TexasRed autofl – qHTS Assay for Spectroscopic Profiling in Texas Red Spectral Region. 0.06% of 59,000 active. max dye-equivalent concentration, M. Compound fluorescence, Texas Red channel, 547/618 nm; stronger effect = higher value. AID 587, 2007; in the data active means max dye-equivalent concentration above about 10 nM; inconclusive means between about 1.1 nM and that limit
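qHTS profiling of intrinsic compound fluorescence; 100 mM Tris pH 8.0; 15 min RT; ex 547 / em 618 nm; response expressed as Texas Red dye-equivalent concentration from six-point plate standard.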
Casp7 inh – qHTS Assay for Allosteric/Competitive Inhibitors of Caspase-7 | recombinant caspase-7, Ac-DEVD-AFC fluorescence rate | Potency, µM (series often up to 57.5 µM), inactives show top-dose activity change, negative = inhibition, actives largely listed as inhibitors | 0.02% of 75,000 active | AID 889, 2007; active means well fitted inhibition curve with a large enough effect in the main read-out, with a control signal flat, not every such curve was filed as active; inconclusive means small, poorly fitted or top-dose-only effect, or a change in a side signal; further: potency means the concentration at half of the fitted maximal effect; % of control where 0% means no effect
Fluorescein autfl – qHTS Assay for Spectroscopic Profiling in Fluorescein Spectral Region | Compound autofluorescence, 480/540 nm, fluorescein-equivalent; stronger effect = higher value | max fluorescein-equivalent concentration, M | 0.91% of 59,000 active | AID 593, 2007; in the data active means max fluorescein-equivalent concentration above about 10 nM; inconclusive means between about 1.1 nM and that limit
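Read-out is intrinsic compound fluorescence at 480/540 nm (excitation/emission), expressed as dye-equivalent concentration using a fluorescein standard series run on every plate. Compounds sat 15 min at room temperature in 100 mM Tris, pH 8.0.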
HEK293 cAMP ctrl – qHTS Assay for Agonists of the Thyroid Stimulating Hormone Receptor: Activators of Intracellular cAMP Concentrations in Parental HEK 293; 2.5% of 73,000 active; parental HEK293 CNG cAMP sensor, membrane potential fluorescence; Potency, µM (titrated, usually from 57.1 µM), for inactives: at the top dose activation, most hits filed as activators; further: potency means the concentration at half of the fitted maximal effect; % of control where 0% means no effect; nearly all actives have a fitted effect of over 55% in size
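Counterscreen for endogenous-receptor signalling: CNG-channel HEK 293 cells report cAMP rise by membrane depolarization. After 60 min dye equilibration with 100 uM RO 20-1724, compounds incubated 30 min before bottom-read fluorescence at 590 nm.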
Rhodamine autofl – qHTS Assay for Spectroscopic Profiling in Rhodamine Spectral Region; Rhodamine-region fluorescence, 547/598 nm, Tris buffer; stronger effect = higher value; max dye-equivalent concentration, M; 0.05% of 59,000 active; in the data active means max dye-equivalent concentration above about 11 nM; inconclusive means between about 1.1 nM and that limit
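qHTS spectral profiling of compounds without any target or enzyme present, in pH 8.0 Tris buffer; plates were read after a 15-minute room-temperature incubation using the rhodamine-region filter set.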
A350 fluor – qHTS Assay for Spectroscopic Profiling in A350 Spectral Region | Compound autofluorescence, 340/450 nm, Alexa 350 dye-equivalents; stronger effect = higher value | max dye-equivalent concentration, M | 11% of 59,000 active | AID 590, 2007; in the data active means max dye-equivalent concentration above about 10 nM; inconclusive means mostly about 1.1 nM to 9.6 nM
4MU fluor – qHTS Assay for Spectroscopic Profiling in 4-MU Spectral Region | compound autofluorescence, 340/450 nm, 4-MU equivalents; stronger effect = higher value | max dye-equivalent concentration, M | 11% of 59,000 active; in the data active means max dye-equivalent concentration above about 10 nM; inconclusive means mostly about 1.1 nM to 9.6 nM
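Compounds in 100 mM Tris, pH 8.0, sat 15 min at room temperature before fluorescence was read at 340 nm excitation/450 nm emission; a per-plate six-point 4-MU standard curve converted signals to dye-equivalent concentration at each compound concentration.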
BRCT inh red – qHTS Assay for Inhibitors of BRCT-Phosphoprotein Interaction (Red Fluorophore); BRCT-phosphopeptide binding, red fluorescence polarization; Potency, µM (highest dose often 76.9 µM), for inactives: at the highest dose activity change, negative = inhibition, actives largely listed as inhibitors; 0.03% of 75,000 active; AID 892, 2007; further: on the % scale 0 is the no-effect control and ±100 the full control effect
Target sequence (P38398 whole entry, looked up): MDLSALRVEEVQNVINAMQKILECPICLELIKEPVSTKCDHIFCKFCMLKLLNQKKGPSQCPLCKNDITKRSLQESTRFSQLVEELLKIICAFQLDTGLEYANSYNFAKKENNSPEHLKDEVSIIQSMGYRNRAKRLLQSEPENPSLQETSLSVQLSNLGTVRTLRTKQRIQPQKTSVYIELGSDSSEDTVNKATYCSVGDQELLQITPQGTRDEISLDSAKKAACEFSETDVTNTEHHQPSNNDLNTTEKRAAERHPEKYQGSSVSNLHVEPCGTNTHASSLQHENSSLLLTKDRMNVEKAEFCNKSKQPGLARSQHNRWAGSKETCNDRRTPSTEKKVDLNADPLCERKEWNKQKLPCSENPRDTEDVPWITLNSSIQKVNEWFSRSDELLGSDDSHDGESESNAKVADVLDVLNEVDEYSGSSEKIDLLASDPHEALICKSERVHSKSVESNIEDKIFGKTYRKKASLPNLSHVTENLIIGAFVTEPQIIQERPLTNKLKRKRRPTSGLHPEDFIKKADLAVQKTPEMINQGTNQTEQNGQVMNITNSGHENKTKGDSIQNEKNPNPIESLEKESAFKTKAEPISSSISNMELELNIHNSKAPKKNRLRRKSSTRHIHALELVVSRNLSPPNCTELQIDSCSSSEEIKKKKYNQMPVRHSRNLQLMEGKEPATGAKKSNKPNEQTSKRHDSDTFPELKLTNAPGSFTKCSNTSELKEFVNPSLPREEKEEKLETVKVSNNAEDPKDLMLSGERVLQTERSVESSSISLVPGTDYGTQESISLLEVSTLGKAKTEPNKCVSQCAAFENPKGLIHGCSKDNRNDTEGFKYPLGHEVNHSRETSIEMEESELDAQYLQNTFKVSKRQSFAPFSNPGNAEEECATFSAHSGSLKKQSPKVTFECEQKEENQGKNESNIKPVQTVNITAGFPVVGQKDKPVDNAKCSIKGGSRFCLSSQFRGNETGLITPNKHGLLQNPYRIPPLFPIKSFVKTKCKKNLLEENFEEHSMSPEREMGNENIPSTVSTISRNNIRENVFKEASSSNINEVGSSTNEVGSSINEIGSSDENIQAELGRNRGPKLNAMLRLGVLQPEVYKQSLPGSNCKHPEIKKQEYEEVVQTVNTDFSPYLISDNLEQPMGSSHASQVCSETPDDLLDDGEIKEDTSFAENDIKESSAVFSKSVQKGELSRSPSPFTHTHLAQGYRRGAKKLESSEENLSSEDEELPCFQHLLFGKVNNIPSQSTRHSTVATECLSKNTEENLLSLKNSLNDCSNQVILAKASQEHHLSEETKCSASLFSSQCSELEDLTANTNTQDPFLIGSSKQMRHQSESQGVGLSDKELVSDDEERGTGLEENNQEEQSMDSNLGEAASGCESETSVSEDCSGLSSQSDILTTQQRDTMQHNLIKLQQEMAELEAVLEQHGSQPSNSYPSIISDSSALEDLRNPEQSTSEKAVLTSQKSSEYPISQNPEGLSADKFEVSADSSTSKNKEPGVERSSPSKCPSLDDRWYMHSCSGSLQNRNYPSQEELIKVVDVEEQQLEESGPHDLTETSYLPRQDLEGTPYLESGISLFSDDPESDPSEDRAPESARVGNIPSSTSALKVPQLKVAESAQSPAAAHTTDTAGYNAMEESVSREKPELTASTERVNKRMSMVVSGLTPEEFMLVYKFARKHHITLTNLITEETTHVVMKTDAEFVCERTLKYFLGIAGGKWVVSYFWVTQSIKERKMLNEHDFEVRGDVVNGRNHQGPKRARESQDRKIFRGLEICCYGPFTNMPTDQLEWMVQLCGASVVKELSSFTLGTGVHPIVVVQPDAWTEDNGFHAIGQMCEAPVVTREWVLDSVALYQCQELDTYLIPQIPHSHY
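Fluorescence polarization: 100 nM His-tagged BRCA1 BRCT with 100 nM TAMRA-labelled phospho-BACH1 decapeptide, phosphate buffer pH 7.3 with 150 mM NaCl, DTT, 0.01% Tween 20; 12 min RT. Binding inhibition seen as FP decrease.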
BRCT inh green – qHTS Assay for Inhibitors of BRCT-Phosphoprotein Interaction (Green Fluorophore) | Breast cancer type 1 susceptibility protein (Homo sapiens), P38398 | 0.05% of 75,000 active | Potency, µM (series often up to 76.9 µM), without a hit: at the top dose activity change, negative = inhibition, hits mostly inhibitors | BRCA1 BRCT-phosphopeptide binding, green fluorescence polarization;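 further: potency means the concentration at half of the fitted maximal effect; plate controls were peptide without protein for full effect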
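Compounds were incubated for 12 min at room temperature with a complex of 100 nM fluorescein-tagged pBACH1 decapeptide and 250 nM His-tagged BRCT protein. Buffer was phosphate pH 7.3 with EDTA, DTT and Tween 20. Disruption of binding lowers the polarization signal.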
* = called active by the depositor; i = inactive; ? = inconclusive; nt = not tested or not shown; [ ] = another dose, or the depositor's remark. Unless noted, the call rests on the fitted dose curve; in most records, active means well fitted curve in the direction sought with a large enough effect; inconclusive means small, poorly fitted or top-dose-only effect, or another doubt; inactive means no such curve, though single readings can be large; an effect the other way counts as inactive or inconclusive. Only part of the results is shown; the hit share may differ from the screen's.

canonical_smiles,USP2a inh,Caspase-1 inhib,TexasRed autofl,Casp7 inh,Fluorescein autfl,HEK293 cAMP ctrl,Rhodamine autofl,A350 fluor,4MU fluor,BRCT inh red,BRCT inh green
O=c1oc2ccccc2c(O)c1/C=N/c1ncccn1,-6.0%,0.2%,i,-1.7%,?,0.6%,i,i,?,-2.4%,-1.4%
Cc1noc(NS(=O)(=O)c2ccc(NC(=O)CSc3nc4ccccc4[nH]3)cc2)c1C,10.1%,0.6%,?,3.4%,?,10.3%,i,i,i,1.2%,-9.9%
COc1ccc(CCNC(=O)CS(=O)Cc2nc(-c3cccs3)oc2C)cc1OC (stereo unspecified),33.8%[activator],-3.2%,i,-4.6%,i,?,i,i,i,0.0%,0.7%
CC(=O)N(C)c1ccc(OCC(O)COc2ccc(N(C)C(C)=O)cc2)cc1,-2.0%,-0.5%,i,1.2%,i,6.3%,i,?,i,1.4%,-0.9%
CCN(C(=O)COc1ncnc2scc(-c3ccc(F)cc3)c12)C1CCS(=O)(=O)C1 (stereo unspecified),18.4%,1.8%,i,3.3%,?,-1.2%,i,i,i,0.1%,8.2%
CN1CCN(Cc2nc3c(c(=O)n(C)c(=O)n3C)n2CCCc2ccccc2)CC1,nt,-0.9%,i,0.9%,i,7.2%,i,i,i,2.1%,-1.6%
Cc1cc(C)c2[nH]c(=O)c(CN(CC3CCCO3)S(=O)(=O)c3ccc4c(c3)OCCO4)cc2c1 (stereo unspecified),19.2%,0.0%,i,0.8%,?,12.9%,i,?,?,-2.7%,-1.1%
Cc1cc(=O)[nH]c(SC/C=C/c2ccccc2)n1,5.2%,0.6%,i,-1.0%,i,21.9%,i,i,i,-0.5%,0.8%
Cc1ccc2cc(CCNC(=O)C3CCCC3)c(=O)[nH]c2c1,nt,-1.2%,nt,0.2%,nt,5.9%,nt,nt,nt,1.0%,-2.3%
CCOC(=O)Cc1nnc(NC(=O)CSc2ccccc2)s1,26.0%,-5.1%,i,-10.4%,?,7.7%,i,i,i,2.3%,-1.9%
CCOC(=O)CSc1nnc(CNC(=O)c2ccc(OC)cc2)n1Cc1ccccc1,16.7%,1.4%,?,0.4%,i,-5.2%,i,i,i,-0.7%,1.6%
CCOC(=O)COc1cc(=O)n(CC)c2ccccc12,3.9%,0.9%,?,1.7%,i,1.9%,i,i,i,0.0%,1.3%
COc1cccc(C2N(c3ccc(Cl)cc3)C(=O)C3CCCN32)c1 (stereo unspecified),nt,-0.9%,nt,-4.6%,nt,4.1%,nt,nt,nt,-0.6%,-3.4%
O=C(Nc1ccccc1)Nc1ccccc1C(=O)NCc1ccco1,-3.1%,1.6%,?,-0.5%,i,-1.8%,i,i,i,0.3%,0.1%
Cc1csc(SCC(=O)c2ccc(S(=O)(=O)N3CCOCC3)cc2)n1,5.0%,-3.1%,i,0.8%,?,-0.7%,i,i,i,2.8%,38.5%[activator]
Cn1cc(-c2nc3cncnc3n(CCN)c2=O)c2ccccc21,122.8%[activator],-10.9%,i,-18.1%,i,-16.1%,i,?,?,-1.3%,-0.6%
O=C(O)CCC(=O)NC1CCCCCCC1,-4.5%,-5.0%,i,1.6%,i,4.5%,i,i,i,-1.6%,-0.4%
Cc1ccc(CSc2nc3c(c(=O)[nH]2)C(c2ccncc2)C2=C(CCCC2=O)N3)cc1 (stereo unspecified),47.0%[activator],-7.1%,i,-8.2%,i,26.0%,i,8.59e-08M*,1.01e-07M*,0.2%,1.0%
CCc1nc2ccccc2c(C(=O)OCC(=O)NCCCN2CCCC2=O)c1C,6.2%,0.9%,i,-0.2%,?,?,i,i,i,-0.7%,0.5%
Clc1ccccc1-c1nc(Nc2ccncc2)c2ccccc2n1,111.0%[activator],-5.2%,i,-6.1%,?,9.6%,i,?,i,-0.1%,1.8%
Cc1ccc(S(=O)(=O)c2nc(-c3ccc(F)cc3)oc2SCC(=O)NCC2CCCO2)cc1 (stereo unspecified),-4.3%,0.9%,i,-1.2%,i,-2.3%,i,i,i,-0.8%,-1.5%
COc1cc(C(c2sc3nc(C)nn3c2O)N2CCOCC2)cc(OC)c1OC (stereo unspecified),nt,-1.1%,nt,0.7%,nt,1.2%,nt,nt,nt,-0.3%,-2.1%
CCn1cc(C(=O)NCC2CCCO2)c(=O)c2cc(S(=O)(=O)N3CCC(C)CC3)ccc21 (stereo unspecified),49.0%[activator],0.1%,?,-0.2%,i,2.0%,i,i,i,0.3%,3.2%
N#Cc1c2c(nc(N)c1-c1ccccc1)CCCCC2,nt,1.3%,nt,-2.2%,nt,16.3%,nt,nt,nt,-1.2%,-0.8%
CS(=O)(=O)Nc1ccccc1C(=O)N1CCCC1,0.3%,1.1%,i,-0.3%,?,9.0%,i,i,i,0.1%,-2.0%
Cc1cc(C)nc(-n2nc(C)cc2NC(=O)c2cc(=O)c3ccccc3o2)n1,0.9%,0.5%,i,7.7%,?,0.6%,i,i,i,1.2%,-3.2%
Nc1nc(SCC(=O)N2CCCC2)[nH]c(=O)c1-c1ccccc1,-1.0%,-1.8%,i,-2.7%,i,1.7%,i,i,i,-1.3%,-0.8%
O=C(c1ccccc1)n1c(=S)nc2ccccn21,nt,nt,i,nt,i,nt,i,i,i,nt,nt
CCOC(=O)C1CCCN(C(=O)c2cn(CC(C)C)c(=O)c3cc(OC)c(OC)cc23)C1 (stereo unspecified),12.6%,0.7%,i,-0.8%,?,?,i,i,i,-0.1%,-6.5%
CC(=O)NCCNc1ncncc1-c1ccccc1CN(C)C,4.4%,-3.1%,i,-2.4%,i,-1.8%,i,i,i,-0.9%,-0.9%
COCc1cc(=O)n2c(-c3ccc(C)cc3)n[nH]c2n1,nt,-6.2%,nt,-7.8%,nt,-5.3%,nt,nt,nt,-1.7%,-0.1%
Cc1cc(NCCCN)nc(-c2ccccc2O)n1,15.0%,-4.0%,i,-6.8%,?,-0.9%,i,1.15e-08M*,?,0.3%,-1.9%
N#Cc1cccc(-c2ccc3ncnc(NC4CCNCC4)c3c2)c1,5.3%,-3.8%,i,-7.4%,?,-3.1%,i,i,i,1.2%,-0.3%
COc1ccc(C(=O)Nc2ccccc2)cc1S(=O)(=O)Nc1cc(C)on1,-4.8%,-0.3%,?,-1.4%,i,-4.1%,i,1.04e-08M*,?,0.5%,-3.9%
COc1cccc(-n2c(SCC(N)=O)nc3c([nH]c4ccccc43)c2=O)c1,20.2%,-0.8%,i,-3.0%,i,2.7%,i,1.56e-08M*,1.44e-08M*,-4.4%,-1.3%
O=S(=O)(Cc1ccc(Cl)cc1)Nc1ccc2c(c1)OCO2,15.0%,-1.6%,?,-0.9%,i,-5.1%,i,i,i,0.2%,-2.1%
CC(C)NC(=O)Cn1cc(C#N)c2cc(Br)ccc21,-4.6%,-0.3%,i,-0.2%,i,3.4%,i,i,i,0.6%,-4.1%
O=c1c2cnn(-c3ccccc3)c2ncn1Cc1ccccn1,3.2%,0.7%,i,0.6%,i,11.5%,i,i,i,-0.6%,-2.3%
O=C(CN1C(=O)COc2ccccc21)NCCC1=CCCCC1,-1.4%,-1.5%,i,-0.6%,i,23.2%,i,i,i,0.8%,1.1%
CCOC(=O)c1cc2c(ccn2C)n1CC(=O)N1CCN(c2ccccc2)CC1,29.7%,-8.6%,i,-7.8%,?,3.1%,i,i,i,-1.5%,-3.0%
Cc1ccc(C)n1-c1ccc(C(=O)N2CCOCC2)cc1,-10.6%,-0.5%,i,-2.1%,i,-0.3%,i,i,i,1.2%,-1.5%
CCS(=O)(=O)CCSc1nc(C)cc(C)c1C#N,3.7%,-0.2%,i,-1.7%,i,4.9%,i,i,i,0.5%,-0.6%
COc1ccccc1N1CCN(CCCCNS(=O)(=O)c2cccc3c(N(C)C)cccc23)CC1,24.8%,-3.1%,i,-12.6%,?,7.4%,i,?,?,-1.8%,-1.6%
Cc1nn2c(c1-c1ccccc1)N=C(c1ccco1)CC2c1ccccc1 (stereo unspecified),34.5%[activator],?,i,-22.4%,?,26.1%,i,?,?,-1.3%,3.2%
CCCc1cc(=O)[nH]c(/N=C(/NC(=O)c2ccccc2)Nc2ccc3c(c2)OCCO3)n1,10.6%,0.6%,i,0.8%,?,26.7%,i,?,i,-0.1%,-4.6%
CC(=O)Oc1ccc(N(C(C)=O)S(=O)(=O)c2cccs2)cc1,-9.0%,0.1%,i,-0.1%,i,8.2%,i,i,i,0.1%,0.1%
Cn1c(=O)c2c(nc(NCCCN3CCOCC3)n2Cc2ccc(Cl)cc2Cl)n(C)c1=O,4.4%,-2.8%,i,-2.2%,?,-3.2%,i,?,i,-0.8%,-2.7%
